SSB-PriA inh: inhibitors of Klebsiella pneumoniae PriA binding to SSB C-terminal tail, primary screen, biochemical, AlphaScreen | AlphaScreen SSBct-PriA binding, biotinylated peptide | inhibition, % at 33 µM | 430,000 compounds, 0.6% hits | AID 1272365, 2023 | PriA–SSB C-terminal tail interaction (Klebsiella pneumoniae); in the data active = inhibition mostly above about 37%, no sharp cut-off; inactive = mostly below about 20%;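 also: plate controls were negative control peptide for no effect and reference peptide for full effect; strong numbers were not always called active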
Rv3671c protease: Rv3671c serine protease inhibitors, primary screen, biochemical, fluorescence polarization, M. tuberculosis H37Rv; P9WHR9; 320,000 compounds, 0.048% hits; inhibition, % at 5.96 µM; in the data active = inhibition above about 38%;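 also: extracellular domain of Rv3671c used as enzyme; 0% = enzyme with DMSO and 100% = no enzyme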
Target sequence (P9WHR9 whole entry, looked up, the tested form may be a part): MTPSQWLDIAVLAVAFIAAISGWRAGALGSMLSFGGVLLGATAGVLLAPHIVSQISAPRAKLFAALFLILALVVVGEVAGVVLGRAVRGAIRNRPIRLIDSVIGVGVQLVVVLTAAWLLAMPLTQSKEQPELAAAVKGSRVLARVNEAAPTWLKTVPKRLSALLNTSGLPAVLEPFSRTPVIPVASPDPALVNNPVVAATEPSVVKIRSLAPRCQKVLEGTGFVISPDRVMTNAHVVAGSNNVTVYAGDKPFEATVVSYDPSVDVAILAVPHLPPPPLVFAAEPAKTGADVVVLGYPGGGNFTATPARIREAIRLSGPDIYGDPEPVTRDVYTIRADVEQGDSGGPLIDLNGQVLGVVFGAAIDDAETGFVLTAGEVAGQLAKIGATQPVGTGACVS
PfHsp40 yeast: rescue of yeast from PfHsp40 toxicity, primary screen, S. cerevisiae, ATP luminescence. growth rescue, % at 12.5 µM. 340,000 compounds, 0.68% hits. S. cerevisiae expressing PfHsp40, growth rescue. AID 504582, 2011; in the data active = growth rescue above about 28%, passing the limit was not always enough;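 also: yeast W303a lacking pdr1 and pdr3 grown in galactose medium; growth measured after three days at 30 °C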
Vc quorum ag: inducers of Vibrio cholerae quorum light production without autoinducers, primary screen, BH1578 luxS cqsA deficient, single point; V. cholerae BH1578 lux reporter, luminescence, 6 h; activation, % at 18.7 µM; AID 588436, 2011; 350,000 compounds, 0.16% hits; in the data active = activation mostly above about 9.7%, no sharp cut-off; also: not every result past the cut was called active; inactives centre near 0; reference of the scale not given here
3CLpro inhibitor: SARS-CoV 3CLpro protease inhibitors, primary screen, biochemical, quenched FRET. Replicase polyprotein 1ab (Severe acute respiratory syndrome coronavirus), P0C6X7. recombinant SARS-CoV 3CLpro, quenched FRET peptide cleavage. inhibition, % at 6 µM. 290,000 compounds, 0.14% hits; in the data active = inhibition above about 12%
Y pestis TopoI: Yersinia pestis topoisomerase I inhibitors, primary screen, biochemical, cleavage product accumulation, plate reader, single point | DNA topoisomerase I (Yersinia pestis CO92) | Y. pestis Topo-I cleavage product accumulation | activity, % at 10 µM | 360,000 compounds, 0.064% hits; in the data active = activity above about 50%, passing the limit was not always enough; also: inactives centre near 2
MazF activator: activators of E. coli MazEF toxin-antitoxin RNase, primary screen, biochemical, fluorescence, uHTS. Endoribonuclease toxin MazF (Escherichia coli (strain K12)), P0AE70. FAM/BHQ RNA-DNA oligo cleavage fluorescence, 5 h. activation, % at 20 µM. 350,000 compounds, 0.32% hits; in the data active = activation above about 50%
Target sequence (P0AE70 whole entry, looked up): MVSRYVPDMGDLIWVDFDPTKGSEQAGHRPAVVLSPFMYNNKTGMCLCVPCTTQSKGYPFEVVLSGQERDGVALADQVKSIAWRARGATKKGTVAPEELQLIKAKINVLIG
DUSP3 inh: VHR1 phosphatase inhibitors, primary screen, biochemical, absorbance, uHTS. inhibition, % at 13.3 µM. Dual specificity protein phosphatase 3 (Homo sapiens), P51452. 290,000 compounds, 0.52% hits. recombinant VHR phosphatase, pNPP absorbance; in the data active = inhibition above about 50%; also: some compounds called inactive have numbers as strong as hits
Target sequence (P51452 whole entry, looked up): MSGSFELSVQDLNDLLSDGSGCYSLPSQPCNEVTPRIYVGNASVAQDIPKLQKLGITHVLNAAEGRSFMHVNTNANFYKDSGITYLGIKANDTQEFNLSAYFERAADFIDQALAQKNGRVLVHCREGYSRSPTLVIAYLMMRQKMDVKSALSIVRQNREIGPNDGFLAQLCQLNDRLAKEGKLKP
Anthrax LF inh2: Bacillus anthracis LF protease inhibitors, primary screen, biochemical, multiplex microsphere, MLPCN library; Lethal factor (Bacillus anthracis), P15917; multiplex microsphere protease cleavage assay; inhibition, % at 10 µM; 360,000 compounds, 0.12% hits; in the data active = inhibition above about 30%; also: plate controls were buffer without enzyme for full effect and enzyme alone for no effect
TcdB GH inh: TcdB glycohydrolase inhibitors, primary screen, biochemical, single point, plate reader. Toxin B (Clostridioides difficile), P18177. TcdB glycohydrolase enzymatic assay. inhibition, % at 9.99 µM. 350,000 compounds, 0.24% hits. AID 652162, 2013; in the data active = inhibition above about 10%
An asterisk follows results filed as active; i = inactive; nt = no result given; & = joins results of further samples. An excerpt. The share of hits here may be higher or lower than overall.

SMILES	SSB-PriA inh	Rv3671c protease	PfHsp40 yeast	Vc quorum ag	3CLpro inhibitor	Y pestis TopoI	MazF activator	DUSP3 inh	Anthrax LF inh2	TcdB GH inh
O=C(NCc1ccc(Cl)cc1)C1CCCN1C(=O)Nc1ccc(F)cc1 (centres undefined)	-15.3	1.4	-0.4	-0.3	-0.5	0.9	-5.8	19.2	6.4	0.3
Cc1c(C)c2ccc(OCC(=O)N[C@@H](Cc3ccccc3)C(=O)O)cc2oc1=O	-9.5	-2.2	-1.7	-0.5	-2.3	14.8	-1.6	45.0	-5.7	-0.9
O=C(CN1CCOCC1)Nc1ccc(OC(F)(F)F)cc1	-31.2	3.2	0.5	i	-5.1	-0.6	11.8	23.3	0.8	-0.2
COc1ccc(CN(C)CC(O)COc2ccc(C(=O)c3ccccc3)cc2)c(OC)c1OC (centres undefined)	11.7	1.9	-1.7	i	3.2	4.3	-21.0	16.3	-1.8	2.2
Fc1ccc(CNCc2ccc3c(c2)OCO3)cc1	3.9	2.4	-0.9	-0.8	-3.6	-8.5	0.0	-8.3	nt	-1.0
Cn1cc(C(=O)CCl)c2ccccc21	-6.0	nt	-0.7	-0.4	4.6	8.6	7.6	24.5	1.9	4.1
N#CC1=C2SCC(O)(c3ccccc3)N2C(=O)CC1c1ccccc1F (centres undefined)	0.5	-13.1	0.5	-0.7	-4.5	0.0	-12.9	20.8	-2.5	nt
Cc1ccc2c(c1)[C@H]1[C@H](CO2)[C@H](c2ccccc2)[C@]2(C)C(=O)N(C)CC(=O)N12	-3.5	nt	-0.7	-0.7	nt	1.0	-5.8	nt	-5.7	0.4
CNc1nc(Sc2ccccc2)cc(C(F)(F)F)n1	-27.0	-9.4	-1.3	i	-5.0	2.6	-10.5	-2.0	6.2	1.2
COc1ccc(/C=N/N=C2/CC(C)(C)Cc3n[nH]c(=O)cc32)cc1	nt	10.7	0.4	-0.3	-3.1	7.8	-46.5	-15.7	-0.8	1.4
Cc1ccc(F)cc1S(=O)(=O)Nc1cccc(C(=O)N2CCCC(C(N)=O)C2)c1 (centres undefined)	-0.9	4.6	1.1	0.4	nt	0.5	7.3	nt	-0.3	0.2
CC(=O)Nc1cccc(/C(C)=N/NS(=O)(=O)c2ccc(C)cc2)c1	nt	8.6	0.0	0.2	0.8	-14.8	-15.1	0.6	-7.7	0.8

Part of the list above, as labelled records:
Structure: O=C(NCc1ccc(Cl)cc1)C1CCCN1C(=O)Nc1ccc(F)cc1 (centres undefined)
  SSB-PriA inh: -15.3
  Rv3671c protease: 1.4
  PfHsp40 yeast: -0.4
  Vc quorum ag: -0.3
  3CLpro inhibitor: -0.5
  Y pestis TopoI: 0.9
  MazF activator: -5.8
  DUSP3 inh: 19.2
  Anthrax LF inh2: 6.4
  TcdB GH inh: 0.3
Structure: Cc1c(C)c2ccc(OCC(=O)N[C@@H](Cc3ccccc3)C(=O)O)cc2oc1=O
  SSB-PriA inh: -9.5
  Rv3671c protease: -2.2
  PfHsp40 yeast: -1.7
  Vc quorum ag: -0.5
  3CLpro inhibitor: -2.3
  Y pestis TopoI: 14.8
  MazF activator: -1.6
  DUSP3 inh: 45.0
  Anthrax LF inh2: -5.7
  TcdB GH inh: -0.9

(cont.)
SMILES	SSB-PriA inh	Rv3671c protease	PfHsp40 yeast	Vc quorum ag	3CLpro inhibitor	Y pestis TopoI	MazF activator	DUSP3 inh	Anthrax LF inh2	TcdB GH inh
CCOC(=O)C1(CCc2ccccc2)CCN(Cc2ccc(NC(C)=O)cc2)CC1	-3.9	1.8	0.6	0.4	1.7	11.5	-8.7	9.4	nt	0.3
CCCN(CCC)c1cc(Cl)nc(N)n1	3.1	7.8	-0.3	-0.7	-0.5	7.7	5.9	24.3	-0.8	-4.7
COc1ccc(S(=O)(=O)Nc2nnc(CC(C)(C)C)s2)cc1	6.1	8.7	3.0	-0.5	2.8	11.3	5.9	13.8	-2.6	1.2
CN1C=CC=C/C1=C1/N=C(c2ccccc2)OC1=O	-0.9	-1.4	0.6	-0.4	-0.5	5.4	-3.2	-10.0	-3.7	1.6
CC(=O)c1sc(NC(=O)c2cc(-c3ccccc3)nn2-c2ccccc2)nc1C	-18.8	-3.6	6.2	i	3.5	0.5	-9.2	-1.0	-0.4	0.3
CCOc1ccc2nc(SCC(=O)NC(=O)C(C)C)sc2c1	-8.9	nt	2.1	-0.8	2.0	4.2	-2.6	25.6	7.7	3.7
CCN(Cc1ccncc1)C(=S)Nc1c(C)cccc1C	-1.8	-12.8	-1.0	-0.4	-0.1	-1.0	4.0	-12.5	-1.4	nt
COc1ccc(-c2c(C#Cc3ccsc3)c3cc(-c4ccc5cc[nH]c5c4)ccc3n2C)cc1	0.8	2.5	0.1	-0.7	nt	-7.1	-8.9	nt	0.6	-1.5
COc1ccc(/C=C/C=C2\NC(=S)NC2=O)cc1	-5.8	0.5	-0.2	i	-3.0	1.9	10.8	15.5	0.3	0.4
Cc1ccsc1/C=N/NC(=O)C1CC(=O)N(c2ccccc2)C1 (centres undefined)	nt	-9.1	-0.4	-0.3	4.7	11.0	-1.9	1.3	0.6	0.1
O=C1Nc2ccccc2C(=O)N2CCCCC12 (centres undefined)	0.7	-2.2	-0.4	-6.1	9.4	1.0	3.8	-7.4	2.2	0.8
CN(C)CCNCCCNc1c2ccccc2nc2cccc([N+](=O)[O-])c12	-13.5	nt	-1.0	-5.6	nt	-16.6	-4.1	nt	-40.7	1.1
Cc1ccccc1NS(=O)(=O)c1ccc(C(=O)NN2CCCCC2)cc1	2.1	-11.9	0.3	-1.6	-0.6	-10.5	3.4	-0.2	-4.2	0.8
CCOC(=O)c1snc(C(=O)NC2CCCCC2)c1N	-28.1	-15.9	1.6	2.8	4.7	16.5	3.0	40.5	-2.3	1.2
Cc1ccc(C(=O)N2CCN(C(=O)CN3CCOCC3)C2)cc1	-20.8	6.7	0.0	-0.4	4.0	-3.5	7.3	35.8	0.1	nt
COc1ccc(CCN(C)C(=O)Cn2c(=O)oc3ccccc32)cc1OC	-1.8	2.1	1.3	-0.3	2.7	1.8	9.0	29.3	7.3	1.8
O=C(Cc1ccccc1)Nn1c(-c2ccccc2)nc2ccccc2c1=O	-2.5	-6.3	-0.3	-0.3	8.7	-4.6	-1.0	-0.8	-2.1	1.4
CCOC(=O)/C(C#N)=C\c1cn(C)c2ccccc12	-30.1	-1.6	1.2	i	0.3	14.9	2.6	0.9	-9.4	-0.1
COc1ccc(-c2ccc(NCCC3=CCCCC3)nn2)cc1OC	-6.5	-1.8	0.3	-4.2	-0.7	24.9	-10.9	6.4	-0.4	1.4
CCC(C)NC(=O)c1c(N)n(CC2CCCO2)c2nc3ccccc3nc12 (centres undefined)	5.7	-40.5	-1.7	-0.5	2.6	20.9	7.8	37.4	5.3	nt
Cc1ccc(-c2nc3ccccc3c(=O)n2-c2ccncc2)cc1	-10.0	-0.7	1.4	-0.2	1.2	-3.3	0.2	36.0	0.4	nt
Cc1c(Cl)ccc2c1NC(=O)[C@]21N[C@@H](CCC(N)=O)[C@H]2C(=O)N(c3ccc(F)cc3)C(=O)[C@H]21	-9.2	-6.3	-1.8	-0.5	-1.7	-16.6	0.0	14.7	0.6	nt
CSc1ccccc1NC(=O)CN(C)C(=O)c1cccc(S(=O)(=O)N(C)C)c1	-9.7	6.0	-0.5	1.0	-3.7	-4.5	-3.2	32.4	-2.9	0.5
Cc1ccc(NS(=O)(=O)c2ccc3[nH]c(=O)sc3c2)cc1	-9.3	-11.5	-1.2	-0.5	-3.3	-11.3	4.2	37.4	-2.6	0.6
C=CCn1c(SCC(=O)Nc2nnc(CC)s2)nnc1-c1ccncc1	5.7	-1.9	0.9	-0.5	4.3	-4.9	-3.7	-6.6	-2.2	0.8
Cc1cccc(CC2SC(N)=NC2=O)c1 (centres undefined)	nt	7.7	nt	-0.4	2.9	0.5	-5.2	15.4	-4.2	5.2
Cc1cc(SCc2ccccc2)nc(=O)[nH]1	-16.9	-1.9	3.6	-0.6	3.2	-1.0	-0.2	25.6	-1.7	nt
COc1ccc(CNS(=O)(=O)CCNC(=O)c2ccccc2)cc1	0.1	2.5	0.6	-0.1	nt	-7.0	0.7	nt	1.5	1.0
COC(=O)C1=C(C)N(CCCC(=O)O)C(=O)NC1c1ccc(Br)cc1 (centres undefined)	1.0	-1.3	-1.3	0.6	-0.3	-4.9	-3.1	-2.8	1.3	1.2
O=C(C[C@@H]1C/C=C/CC[C@H](Cc2ccc(F)cc2)C(=O)OC[C@@H](Cc2ccccc2)NC1=O)N[C@H](CO)Cc1ccccc1	3.8	-3.1	0.8	-2.1	nt	4.9	-36.3	nt	-5.5	0.4
CC1CN(C(=O)c2ccc(COc3ccccc3Cl)o2)CC(C)O1 (centres undefined)	9.0&-1.7	-1.2	0.0	-0.3	-2.0	0.0	-0.5	-2.3	-11.2	0.7
COc1cccc(NC(=O)CN(C)C(=O)CN2C(=O)NC3(CCCC3)C2=O)c1	-6.7	1.5	0.1	-1.4	nt	-1.3	-0.8	nt	5.3	0.5
Cc1nn(C)cc1CN(C)C(=O)c1cc(COc2ccc(F)cc2F)on1	1.3	-3.7	-0.7	-0.2	-0.9	-9.8	-2.2	25.2	-0.2	0.3
CC(=O)NC1CC2CCC(C1)N2 (centres undefined)	0.9	-4.5	-1.0	i	-7.8	5.3	5.6	6.7	-8.1	nt
Cc1ccc(C)c(N2CCN(S(=O)(=O)CC34CCC(CC3=O)C4(C)C)CC2)c1 (centres undefined)	5.0&-1.9	4.0	1.8	i	9.4	29.4	-0.7	4.9	-4.3	-1.0
COc1ccc([C@H]2CC(=O)C=C(c3ccc(C)cc3)C2)cc1OC	-0.5	-3.4	9.8	-5.0	nt	41.7	2.4	nt	-6.2	1.1
CC1CCc2c(sc(NC(=O)COC(=O)c3ccc(O)cc3)c2C#N)C1 (centres undefined)	8.9	-13.0	5.1	3.3	5.0	1.9	-12.2	36.4	-5.8	0.3
COc1ccc(Nc2nc(C)cc(C)c2C(N)=O)cc1	-4.1	4.8	-0.3	-0.2	-2.7	2.8	-1.3	-1.8	-7.8	nt
COC(=O)COc1ccc(S(=O)(=O)NCc2ccccn2)cc1	-8.6	3.8	2.3	-0.3	4.5	-4.5	13.2	0.3	1.6	2.0
O=C(NC1CC1)c1cc(-c2ccco2)nc2ccccc12	4.3	nt	0.6	-0.5	1.1	-11.7	6.9	16.6	-1.8	nt
Cc1ccc(-c2csc3nc(-c4ccncc4)[nH]c(=O)c23)cc1	-3.4	5.2	-1.4	-0.3	-2.3	7.7	41.5	49.0	-7.2	0.9
CS(=O)(=O)Nc1ccc(C(=O)NCc2ccc3c(c2)OCO3)cc1	-5.7	5.8	0.9	-0.3	3.3	7.0	9.4	-0.2	-0.6	nt
NS(=O)(=O)c1ccc(NC(=O)Cc2cccs2)cc1	-3.2	nt	0.6	-0.6	-4.3	-5.7	3.5	16.6	-11.9	0.4
CCn1c(CCCOc2ccc(Cl)cc2Cl)n[nH]c1=S	8.2	-5.4	0.4	2.3	1.4	6.0	8.1	-22.8	-4.6	-0.6
COCCNC(=O)CNC(=S)N(CCCN1CCOCC1)Cc1cccs1	0.1	-7.5	0.0	-0.2	6.3	3.2	-1.3	17.8	-7.9	1.4
